# Screening data as filed in PubChem.
# Fh CTSL1 inh = blocks F. hepatica cathepsin L1 in PFM18AAP counter-screen; recombinant F. hepatica cathepsin L1, Z-Leu-Arg-MCA fluorescence; inhibition, % at 5.96 µM; 0.49% of 300,000 active; AID 1906;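 active = inhibition above the mean of all tested compounds plus 3 SD, set per screening campaign, cut at about 17% in these data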;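 also: 0% = plate median of test compound wells and 100% = 1 µM Z-Phe-Ala-diazomethylketone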
# GRK2 aptamer HTS = blocks RNA aptamer binding to human GRK2. 0.59% of 330,000 active. bead flow cytometry, FAM-aptamer displacement from GRK2. inhibition of aptamer binding, % at 10 µM. P25098;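 active = inhibition of aptamer binding above 40%, roughly 3 SD of noise, on plates passing a quality check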;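 also: median bead fluorescence of bound FAM aptamer so fluorescent compounds give negative values; no value below 0 was filed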
# Target sequence (P25098 whole entry, looked up): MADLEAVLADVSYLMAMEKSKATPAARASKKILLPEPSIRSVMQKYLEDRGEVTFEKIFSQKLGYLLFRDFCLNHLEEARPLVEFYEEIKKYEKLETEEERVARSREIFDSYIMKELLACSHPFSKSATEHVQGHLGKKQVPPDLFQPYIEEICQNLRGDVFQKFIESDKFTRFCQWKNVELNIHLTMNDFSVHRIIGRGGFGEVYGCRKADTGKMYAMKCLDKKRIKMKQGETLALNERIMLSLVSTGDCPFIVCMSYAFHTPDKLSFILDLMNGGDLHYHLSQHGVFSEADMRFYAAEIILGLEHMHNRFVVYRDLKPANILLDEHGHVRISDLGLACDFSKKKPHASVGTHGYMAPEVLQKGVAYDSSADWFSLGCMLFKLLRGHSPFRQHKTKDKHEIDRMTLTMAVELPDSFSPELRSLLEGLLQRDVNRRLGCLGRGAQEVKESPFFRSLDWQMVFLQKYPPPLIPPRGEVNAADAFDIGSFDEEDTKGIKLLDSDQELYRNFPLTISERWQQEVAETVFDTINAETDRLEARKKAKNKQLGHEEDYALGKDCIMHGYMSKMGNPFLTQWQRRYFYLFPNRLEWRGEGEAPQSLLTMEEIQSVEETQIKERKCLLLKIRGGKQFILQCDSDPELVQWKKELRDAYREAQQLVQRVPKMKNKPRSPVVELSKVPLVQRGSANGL
# HCV core dimer = HCV core protein dimerization inhibition. TR-FRET GST/Flag-core106 dimerization, 1536-well. inhibition, % at 5 µM. 0.33% of 300,000 active. AID 1899;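 active = inhibition above the mean of all tested compounds plus 3 SD, set per screening campaign, cut at about 45% in these data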
#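 Assay system: tagged HCV core106 pair (GST and Flag); medium: KF-containing HEPES buffer, pH 7.45, DTT, CHAPS, BSA; also added: Eu donor and XL665 acceptor anti-tag antibodies; dosing: 5 µM single dose; timing: compound-protein-antibody incubation 4 h at 22.5 °C; signal: TR-FRET 671 and 617 nm emission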
# JMJD2C inh = inhibitors of human GASC-1 (JMJD2C) demethylase; GST-JMJD2C(1-420) H3K9me3 demethylation, DELFIA europium; AID 2099; Q9H3R0; 0.069% of 330,000 active; inhibition, % at 2.35 µM;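 active = more than half of a compound's replicate wells show inhibition beyond 50%, single wells judged on their own value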;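 also: signal counts dimethyl H3K9 product captured on neutravidin plate; 0% = median of DMSO wells and 100% = 0.3 times that DMSO median; strong numbers were not always called active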
# PP5 primary = blocks human protein phosphatase 5 activity; P53041; purified PP5c, OMFP substrate fluorescence; inhibition, % at 6.7 µM; 0.18% of 320,000 active; AID 1987;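 active = inhibition above the campaign's mean inhibition across all tested compounds plus 3 SD, cut at about 9.5% in these data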;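 also: 0% = DMSO only and 100% = 100 µM cantharidin control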
# PP1 counter = PP1-alpha (human) inhibition in PP5 counter-screen; purified PP1alpha, OMFP fluorescence; P62136; 0.9% of 320,000 active; inhibition, % at 6.7 µM; AID 2235;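 active = inhibition above the mean inhibition of all tested compounds plus 3 SD, computed separately for each screening campaign, cut at about 15% in these data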
# VLA-4 inh = inhibition in a human VLA-4 binding assay; VLA-4 expressing cells, ligand binding flow cytometry; inhibition, % (about 7 µM as worked out from the volumes in the protocol); 0.2% of 330,000 active; AID 2557; in the data active = inhibition above about 50%
# procasp3 activ = activates human procaspase-3; P42574; recombinant procaspase-3 D3A, Ac-DEVD-pNA absorbance 405 nm; activation, % at 8.5 µM; 0.11% of 330,000 active; AID 463141;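 active = activation above the mean of all tested compounds plus 3 SD, cut at about 21% in these data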;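 also: 0% = DMSO alone and 100% = DMSO wells spiked with extra 5 µM PC-3 D3A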
# Target sequence (P42574 whole entry D9A/D28A/D175A): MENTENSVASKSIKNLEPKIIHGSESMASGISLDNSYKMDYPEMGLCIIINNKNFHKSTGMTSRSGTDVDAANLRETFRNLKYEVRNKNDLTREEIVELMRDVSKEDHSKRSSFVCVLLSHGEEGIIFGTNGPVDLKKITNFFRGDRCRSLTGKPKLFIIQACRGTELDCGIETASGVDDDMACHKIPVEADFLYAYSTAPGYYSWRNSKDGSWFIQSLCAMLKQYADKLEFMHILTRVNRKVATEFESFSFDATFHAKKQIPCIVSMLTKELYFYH
#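 Assay system: Autoprocessing-dead procaspase-3 D3A mutant enzyme; also added: Ac-DEVD-pNA; doses: one concentration, 8.5 µM nominal, 0.8% DMSO; times: 1 h compound preincubation, 2 h substrate hydrolysis at 25 °C; technique: 405 nm absorbance of p-nitroaniline, reads at 0 and 120 min; measure: % activation between DMSO and enzyme-spiked controls; repeats: single replicate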
# procasp7 counter = counter-screen for procaspase-3 activators: activators of human procaspase-7; recombinant procaspase-7, Ac-DEVD-pNA absorbance 405 nm; D23A/D198A/D206A triple mutant, cannot self-cleave; scale: DMSO 0, 5 µM enzyme 100; activation, % at 8.5 µM; 0.093% of 330,000 active; AID 463210;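 active = percent activation above the screen-wide mean plus 3 SD, cut at about 25% in these data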
#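 Assay system: Uncleavable procaspase-7 mutant enzyme / Input: 2 µM procaspase-7 mutant as dispensed / Dosing: single nominal 8.5 µM compound dose, 0.8% DMSO final / Timing: 1 h enzyme–compound preincubation and 2 h substrate reaction, both 25 °C / Detection: p-Nitroaniline absorbance at 405 nm, read at 0 and 120 min / Replication: singlicate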
# An asterisk follows results filed as active; x = no result given. Hits appear at their usual frequency; 2.6% or so of the library scored in one or more.
1	Cc1nc2ccccc2c(=O)n1NC(=O)Cc1ccc(Br)cc1
2	O=C(OCc1cccc(C(F)(F)F)c1)c1ccc[nH]c1=O
3	CON(C)c1nc(Oc2ccc(=O)[nH]n2)nc(N(C)C)n1
4	CCNC(=O)CSc1nnc(-c2cccs2)o1
5	Cc1ccc2ncccc2c1[N+](=O)[O-]
6	C=CCc1cc(S(=O)(=O)c2ccc(O)c(CC=C)c2)ccc1O
7	COc1ccc2nc(NC(=O)CSc3nnc(C)s3)sc2c1
8	Cc1ccc2cccc(OCC(=O)N3CCc4ccccc43)c2n1

assay / entry	1	2	3	4	5	6	7	8
Fh CTSL1 inh	2	-1	-2	2	2	4	-3	4
GRK2 aptamer HTS	0	1	3	0	1	0	1	1
HCV core dimer	0	4	-12	-4	4	-1	3	0
JMJD2C inh	4	-4	3	6	-5	11	-4	x
PP5 primary	-1.0	2.9	1.6	2.1	-0.8	4.9	1.9	-0.1
PP1 counter	0	0	-2	-2	-5	1	2	-2
VLA-4 inh	9	-5	9	-5	-1	-1	-4	-2
procasp3 activ	7	7	-7	1	6	2	-2	4
procasp7 counter	8	-2	6	4	7	-5	2	12

9	CC(=O)N1C(=O)CC(C)N(C(C)=O)c2ccc([N+](=O)[O-])cc21 (centres undefined)
10	Cn1c(N)c(C(=O)COC(=O)c2cc(-c3ccccc3)nc3ccccc23)c(=O)n(C)c1=O
11	COC(=O)NCC(c1ccco1)N1CCN(c2ccc(F)cc2)CC1 (centres undefined)
12	CCC(CO)Oc1cc(NCc2cccc(C)c2)c2ncn(C(C)C)c2c1 (centres undefined)
13	Cc1cccc(-c2nsc(SCC(=O)NCC3CCCO3)n2)c1 (centres undefined)
14	COc1ccc(OCCNc2cc(N3CCCCC3)ccc2[N+](=O)[O-])cc1
15	CC(=O)COC(=O)CNC(=O)c1ccc(Br)cc1
16	Cc1ccc(C(=O)NCC(=O)OCC(=O)c2ccc(Br)s2)cc1

assay / entry	9	10	11	12	13	14	15	16
Fh CTSL1 inh	-6	-6	-4	x	2	-1	-2	-20
GRK2 aptamer HTS	0	2	0	5	0	2	0	1
HCV core dimer	-15	10	-7	x	3	9	-1	19
JMJD2C inh	-1	0	-3	4	3	0	-3	10
PP5 primary	1.3	1.8	3.2	x	0.7	2.9	2.3	-0.6
PP1 counter	7	0	3	x	-1	8	0	-1
VLA-4 inh	12	3	5	-9	2	3	11	-1
procasp3 activ	3	-2	3	2	6	-5	-3	0
procasp7 counter	0	-1	-4	-4	1	-5	6	0

# Part of the list above in another layout.
# The line under a structure holds: Fh CTSL1 inh | GRK2 aptamer HTS | HCV core dimer | JMJD2C inh | PP5 primary | PP1 counter | VLA-4 inh | procasp3 activ | procasp7 counter
[14] COc1ccc(OCCNc2cc(N3CCCCC3)ccc2[N+](=O)[O-])cc1
 : -1 | 2 | 9 | 0 | 2.9 | 8 | 3 | -5 | -5
[15] CC(=O)COC(=O)CNC(=O)c1ccc(Br)cc1
 : -2 | 0 | -1 | -3 | 2.3 | 0 | 11 | -3 | 6

# The list continues.
17	CCOC(=O)c1csc(NC(=O)c2ccc(OCC)cc2)n1
18	CC1(C)NC(=O)N(CC(=O)OCC(=O)c2ccc(Br)s2)C1=O
19	COCCNC(=O)C1CCCN(S(=O)(=O)c2c(C)noc2/C=C/c2cccs2)C1 (centres undefined)
20	COc1ccc(Br)cc1C(=O)Nc1cccc2ncccc12
21	CCOC(=O)c1ccccc1NC(=O)c1cn(-c2ccc(C)c(C)c2)c(=O)c2ccccc12
22	Cc1cc(C(=O)NCC(=O)O)c(C)o1
23	Cc1ccc(CNC(=O)c2cccc(S(C)(=O)=O)c2)cc1
24	CC(C)(C)c1nc2ccccc2c2nnc(SCC(=O)NCc3ccco3)n12

assay / entry	17	18	19	20	21	22	23	24
Fh CTSL1 inh	1	x	2	-1	4	4	-2	-4
GRK2 aptamer HTS	0	1	1	5	5	0	3	2
HCV core dimer	1	x	3	9	9	-8	-1	-2
JMJD2C inh	2	2	14	-13	3	12	-3	1
PP5 primary	1.2	x	-1.2	-1.0	1.1	-0.9	0.7	1.2
PP1 counter	-1	x	-7	2	0	1	0	0
VLA-4 inh	0	0	2	-3	7	7	15	7
procasp3 activ	7	0	3	-3	0	1	-2	7
procasp7 counter	2	5	11	11	10	7	8	-10

25	CCNS(=O)(=O)c1ccc(CCC(=O)N2CCN(c3cc(Cl)ccc3C)CC2)cc1
26	O=C(Nc1ccc(N2CCCC2)c(Cl)c1)c1cccnc1
27	CCn1c(CNC(=O)c2ccccc2Br)nnc1SCC(=O)NC1=NCCS1
28	COc1ccc(OC)c(S(=O)(=O)n2nc(C)cc2C)c1
29	COc1cccc(NC(=O)Nc2cc(C)on2)c1
30	Cc1cccnc1NC(=O)c1sc2ccccc2c1Cl
31	O=C(O)[C@H](Cc1c[nH]c2ccccc12)Nc1ncccc1[N+](=O)[O-]
32	Cc1c(Cl)cccc1NC(=O)[C@@H](NC(=O)c1ccccc1Cl)C(C)C

assay / entry	25	26	27	28	29	30	31	32
Fh CTSL1 inh	-2	-2	-10	1	2	0	6	-2
GRK2 aptamer HTS	0	60*	0	1	0	2	0	3
HCV core dimer	11	-5	2	-4	6	4	-8	3
JMJD2C inh	2	-11	-17	-15	1	4	-6	-3
PP5 primary	2.8	1.5	1.4	3.0	1.5	2.1	-0.4	2.4
PP1 counter	-5	-5	-2	0	-5	0	2	-5
VLA-4 inh	12	1	3	18	30	-1	-13	-3
procasp3 activ	12	-1	0	7	-6	2	-9	10
procasp7 counter	-3	-3	8	-5	1	5	-3	-4

# Continued; the last 4 above are carried over.
29	COc1cccc(NC(=O)Nc2cc(C)on2)c1
30	Cc1cccnc1NC(=O)c1sc2ccccc2c1Cl
31	O=C(O)[C@H](Cc1c[nH]c2ccccc12)Nc1ncccc1[N+](=O)[O-]
32	Cc1c(Cl)cccc1NC(=O)[C@@H](NC(=O)c1ccccc1Cl)C(C)C
33	COc1cccc(C(=O)OCn2nnc3ccccc3c2=O)c1
34	CCN1C(=O)/C(=C\c2ccc(-c3cccc(C(=O)OC)c3)o2)SC1=Nc1ccc(C(=O)O)cc1
35	C=CCn1c(SCC(=O)Nc2cc(C)nn2-c2ccccc2)nnc1C1CCCCC1
36	Cc1onc(-c2ccccc2)c1C(=O)Nc1sc2c(c1C#N)CCC(C)C2 (centres undefined)
37	Nn1cc(-c2ccccc2)nc1SCC(=O)Nc1cccc(S(N)(=O)=O)c1
38	COc1cc(C2CC(=O)Nc3cc(C)c(C)cc32)cc(OC)c1OC (centres undefined)
39	O=S(=O)(c1ccc(Cl)cc1)N1CCN(Cc2c[nH]c3ccccc23)CC1
40	O=C(Nc1cc(Cl)ccc1Oc1ccccc1)c1ccc(F)cc1

assay / entry	29	30	31	32	33	34	35	36	37	38	39	40
Fh CTSL1 inh	2	0	6	-2	-6	2	-6	0	-2	4	1	9
GRK2 aptamer HTS	0	2	0	3	0	2	1	0	2	0	1	0
HCV core dimer	6	4	-8	3	2	12	-6	2	2	-9	0	6
JMJD2C inh	1	4	-6	-3	1	2	-10	-2	0	-1	-1	1
PP5 primary	1.5	2.1	-0.4	2.4	-0.8	-1.4	-2.7	1.2	0.0	0.4	2.0	0.4
PP1 counter	-5	0	2	-5	-1	0	-1	2	-3	2	4	2
VLA-4 inh	30	-1	-13	-3	3	-4	24	12	5	-27	-4	35
procasp3 activ	-6	2	-9	10	3	0	0	2	0	-8	3	5
procasp7 counter	1	5	-3	-4	5	4	-5	3	6	8	-8	-3

41	CC(C)(C)OC(=O)N1CCNc2ccccc2C1
42	CC(C)(C)n1nnnc1C(c1ccncc1)N1CCCCCC1 (centres undefined)
43	COc1ccc(CNC(=O)CCN2C(=O)c3ccccc3C2=O)cc1OC
44	CN(C(=O)COC(=O)CSCc1cccc(Cl)c1)c1c(N)n(Cc2ccccc2)c(=O)[nH]c1=O
45	C=CCN1C(=O)N(c2ccc(F)cc2)C(=O)C1CC(=O)Nc1ccc(Cl)cc1 (centres undefined)
46	CSc1ncccc1C(=O)Nc1nnc(C2CC2)s1
47	N#C/C(=C\c1ccccc1[N+](=O)[O-])C(=O)NC1CCCCC1
48	CCC1CCCCN1S(=O)(=O)c1ccc(S(=O)(=O)N(Cc2ccccn2)CC2CCCO2)cc1 (centres undefined)

assay / entry	41	42	43	44	45	46	47	48
Fh CTSL1 inh	3	-2	-4	x	2	1	1	-2
GRK2 aptamer HTS	0	0	0	0	0	0	0	0
HCV core dimer	-7	-1	-2	x	2	-2	-1	10
JMJD2C inh	-1	-2	7	-14	8	6	-18	1
PP5 primary	3.5	0.5	-1.6	-2.9	0.9	-1.6	1.0	-0.9
PP1 counter	-1	-3	-3	2	-3	0	3	-3
VLA-4 inh	-7	15	-1	-11	12	1	20	8
procasp3 activ	-9	-1	-1	-4	3	1	9	7
procasp7 counter	-3	7	0	4	-1	7	3	-8

49	COc1ccc(C(=O)NCCCCCCNC(=O)c2ccc(OC)cc2)cc1
50	CC(=O)N1CCc2cc(S(=O)(=O)NCCC(=O)NCCc3ccc(C)cc3)ccc21
51	COc1ccc(N2CCN(Cc3cc(=O)oc4cc5c(cc34)CCCC5)CC2)cc1
52	O=C1CCCN1c1ccc(C(=O)N(Cc2nnc(-c3ccccc3Cl)o2)C2CC2)cc1
53	CC(=C/c1ccccc1)/C=N/Nc1nc(N2CCOCC2)nc(N2CCOCC2)n1
54	CCN(CCCNC(=O)C1CCN(S(=O)(=O)CC)CC1)c1cccc(C)c1
55	CCOC(=O)c1c(C=O)c(C)n(Cc2ccccc2Cl)c1C
56	CCc1ccc(Nc2n[n+](-c3ccccc3)c(-c3ccc(OCc4ccccc4)cc3)s2)cc1
57	Cc1noc(C)c1S(=O)(=O)Nc1ccc2c(c1)C(=O)N([C@H](C)CO)C[C@H](C)[C@@H](CN(C)S(=O)(=O)c1ccccc1)O2
58	COCCn1c(SCC(=O)Nc2ccc3[nH]c(=O)[nH]c3c2)nc2ccccc2c1=O

assay / entry	49	50	51	52	53	54	55	56	57	58
Fh CTSL1 inh	-6	-43	-4	-1	4	-2	-36	9	x	3
GRK2 aptamer HTS	0	2	1	1	0	8	0	0	4	0
HCV core dimer	-3	0	5	2	-5	-4	17	-75	x	-1
JMJD2C inh	-10	-3	-5	-2	-4	-2	-1	-2	26	-12
PP5 primary	3.2	-1.9	1.2	0.2	-1.5	-0.6	2.0	0.5	x	-1.1
PP1 counter	-3	-3	1	-4	-2	0	0	12	x	-2
VLA-4 inh	7	-4	2	-8	4	11	12	2	1	2
procasp3 activ	-7	7	-1	6	1	-1	6	3	-7	-9
procasp7 counter	10	-5	1	1	-3	-9	-4	-3	-2	5
